Source: PubChem (Sanford-Burnham Center for Chemical Genomics)
H9c2 TAG inh – triacylglycerol accumulation inhibition; H9c2 cells, Nile Red lipid (TAG) fluorescence; cells loaded with 200 µM oleic acid; AID 651582; inhibition, % at 12.5 µM; 0.66% of 230,000 active;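 active = pattern-corrected inhibition of lipid staining of at least 50% with the nuclear-stain viability signal not falling by more than 50%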;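 also: 0% = DMSO wells and 100% = triacsin C control wells; some results filed as inactive read as strong as hits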
H9c2 TAG inh DAPI viability – further read-out of H9c2 TAG inh, marked with its call; DAPI nuclei signal change (viability), lower = more cytotoxic, %;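 whole-well DAPI fluorescence read on a plate reader as a viability signal; minus 50 percent equals half of cells still viable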
An asterisk follows results filed as active. This is a subset (hit frequency here may not be typical).

Under each structure: H9c2 TAG inh	H9c2 TAG inh DAPI viability
> Cc1ccc(NC(=O)c2cc(-c3ccccc3)n[nH]2)cc1
  -4.0	8.6
> CC(C)c1ccc(/C=C/C(=O)O)cc1
  7.6	-7.2
> COc1ccc(CC(=O)N2CCCc3ccccc32)cc1OC
  6.7	-10.5
> CC(C)(C)c1cc(NC(=O)COC(=O)c2ccc(O)cc2O)n(-c2ccccc2)n1
  -2.1	-1.6
> CCc1ccc(N2C(=O)CN(Cc3sccc3C)C2=S)cc1
  -1.2	2.0
> O=C(Nc1cccc(Cl)c1)Nc1ccc(Cl)cn1
  4.8	-5.7
> Cc1ccc(OCC(=O)Nc2sc3c(c2C#N)CC(C)(C)NC3(C)C)cc1
  4.2	-5.7
> Cc1nn(CC(=O)NN)c(C)c1Br
  -5.0	0.6
> O=C(Nc1ccc(Oc2ccc(C(=O)O)c(C(=O)O)c2)cc1)c1cccs1
  10.0	0.1
> Cc1cc(F)ccc1S(=O)(=O)N1CCCOC1CNC(=O)C(=O)NCc1ccco1 (stereo not given)
  7.2	10.4
> COc1c(/C=C2\SC(=Nc3ccccc3Cl)NC2=O)cccc1[N+](=O)[O-]
  8.0	-6.0
> C=C(C)Cn1c2ccc(NC(=O)CCc3cccnc3)cc2c(=O)n1C
  -8.4	9.3
> COC(=O)C1CCCN1C(=O)C1CCCN1C(=O)CNC(=O)OCc1ccccc1 (stereo not given)
  -10.1	-11.3
> CN(Cc1ccccc1)S(=O)(=O)c1ccccc1Br
  -20.2	2.3
> CCc1cc(C(=O)N(Cc2ccccc2)c2c(N)n(CCOC)c(=O)[nH]c2=O)sc1C
  -4.0	5.5
> CC1CCN(C(=O)CN(Cc2ccc(F)cc2)S(C)(=O)=O)CC1
  -8.8	-3.4
> CCOc1ccccc1NC(=O)Cn1c(-c2ccc(Cl)cc2)noc1=O
  2.8	10.6
> O=C(/C=C/c1ccccc1)N(Cc1ccc(Cl)cc1)C1CCS(=O)(=O)C1 (stereo not given)
  -9.6	0.5
> CCOC(=O)c1[nH]c2ccc(OC)cc2c1C
  -18.1	20.1
> CC(=O)NCCn1c(SCC(=O)Nc2ccc(C)cc2)nc2ccccc2c1=O
  -4.5	-0.7
> Cc1cc(Cc2cc(C)c(O)c(CO)c2)cc(CO)c1O
  -4.3	5.3
> C1CCCN(c2nc3nonc3nc2N2CCCCCC2)CC1
  4.3	-2.0
> CCNC(=O)N1CCCC(C(=O)c2ccc3cc(OC)ccc3c2)C1 (stereo not given)
  -4.6	13.6
> O=S(=O)(NCc1ccccc1Cl)c1cccs1
  -5.2	-5.9
> CC(C)c1ccc(C(C(=O)NC(C)(C)C)N(C(=O)CNC(=O)c2ccco2)c2cccnc2)cc1 (stereo not given)
  4.3	-2.3
> NC(=O)CC(NC(=O)Cc1ccc(Br)cc1)c1ccc(NC2CCN(Cc3ccccc3)CC2)c([N+](=O)[O-])c1 (stereo not given)
  9.6	-3.7
> CCOC(=O)C(C(=O)NCc1cccc(OC)c1)c1ncc(C(F)(F)F)cc1Cl (stereo not given)
  9.5	10.0
> Cc1ccc(C)c(NC(=O)CN(C)C(=O)c2ccccc2Cc2ccccc2)c1
  -7.7	0.5
> Cc1cccc(C(=O)Nc2sc(C(=O)N3CCCC3)c(C)c2C#N)c1
  -20.2	7.7
> c1cncc(CNc2ncn[nH]2)c1
  -15.1	0.4
> COc1cc(S(=O)(=O)n2ccc(C)n2)ccc1Cl
  -13.9	3.8
> CCOC(=O)c1c(C)[nH]c(C(=O)OCC(=O)N2c3ccccc3CC2C)c1C (stereo not given)
  -175.6	-2.7
> O=C1c2cccc([N+](=O)[O-])c2C(=O)N1C1CCCCC1
  2.0	0.5
> CN(C)c1ccc(C(=O)C(O)c2ccccc2Cl)cc1 (stereo not given)
  -15.1	-7.0
> Cc1ccc(S(=O)(=O)N2CCOCC2)cc1C(=O)N1CCN(Cc2ccccc2)CC1
  -0.9	2.5
> C[C@@H]1CC=C[C@@H]2[C@H]1C(=O)N(Cc1ccccc1)[C@H]2c1cccc(C#Cc2ccccc2)c1
  -36.4	-11.0
> Cc1ccc(NC(=O)Nc2ccc3c(c2)N(C)C(=O)CS3)cc1C
  17.7	-7.6
> CCCCC(=O)Nc1nc(C)c(-c2csc(Nc3ccccc3OC)n2)s1
  0.1	-3.7
> CC(C)(C)NC(=O)C(c1cccnc1)N(C(=O)c1csnn1)c1ccccc1 (stereo not given)
  -1.7	14.2
> O=C(CSc1nnc(-c2ccco2)n1Cc1ccccc1)c1ccccc1
  1.8	1.9
> Cc1ccc(N2CN=C3SCC(=O)N3C2)cc1C
  3.9	0.7
> O=C(CN1CCN(c2ccccn2)CC1)Nc1ccc([N+](=O)[O-])cc1C(=O)Nc1ccccc1F
  6.6	-4.8
> Cc1cccc(NC(=O)N(C)Cc2cccs2)c1
  -38.8	7.4
> CN(C)C(=O)CSc1nnc(NC(=O)CCc2ccccc2)s1
  -0.3	-4.8
> S=c1cn[nH]c2ccccc12
  -4.4	7.7
> C/C(=N\Nc1cc(N2CCOCC2)nc(C)n1)c1cccc([N+](=O)[O-])c1
  -0.1	-24.6
> CCn1c(S(=O)(=O)O)nc2ccccc21
  -2.4	6.1
> CCSc1ncccc1-c1nc2ccccc2[nH]1
  2.4	5.3
> COc1ccc(C(=O)OCc2ccccc2F)cc1S(=O)(=O)N1CCCC1
  -28.8	-8.1
> O=C(Nc1ccc(S(=O)(=O)N2CCCC2)cc1)c1ccc(OCC2CCCO2)cc1 (stereo not given)
  22.7	-6.7
> CCOc1ccc(C(C)C)cc1S(=O)(=O)Nc1ccc(Cl)cn1
  3.4	-6.6
> COc1ccc(-n2c(Cc3cccn3C)nnc2SCC(=O)Nc2ccc(Cl)cc2)cc1
  -8.9	-1.2
> O=C(CNS(=O)(=O)c1ccc2c(c1)OCCCO2)N1CCN(c2ccc(F)cc2)CC1
  -28.2	-0.1
> O=C(COC(=O)/C=C/c1ccccc1Cl)NC1CCCC1
  8.5	0.6
> O=C(NNC(=O)c1ccncc1)Nc1ccc([N+](=O)[O-])cc1
  2.4	-4.3
> Cc1ccc(C(=O)Nc2nnc(COCCO)s2)cc1
  -7.7	-10.9
> CCNC(=O)NC(=O)CSc1ccc2ccccc2c1
  -7.7	14.2
> CCSc1ccc(-c2ccco2)nn1
  -6.6	7.4
> Cc1ccc(S(=O)(=O)NC2=NCCC2)cc1
  -9.8	5.8
> CC1(C(=O)NS(=O)(=O)C2CC2)CCN(C(=O)c2ccccc2F)C1 (stereo not given)
  5.7	-7.0

Continued:
Under each structure: H9c2 TAG inh	H9c2 TAG inh DAPI viability
> Cc1nn(CCCC(=O)Nc2c(F)cc(F)cc2Br)c(C)c1[N+](=O)[O-]
  9.6	-6.3
> O=C(NC1CCc2ccccc21)c1cc(COc2cncc(Cl)c2)on1 (stereo not given)
  -2.1	2.8
> O=C(c1ccco1)c1cn(CC(=O)N2CCCCCC2)c2ccccc12
  -8.1	-4.0
> O=C(O)C1CC(O)CN1S(=O)(=O)c1cccs1 (stereo not given)
  -12.3	5.0
> CCCCn1c(N)c(N(CC(C)C)C(=O)CCNC(=O)c2ccc(Br)cc2)c(=O)[nH]c1=O
  -34.4	4.7
> N#C/C(=C/c1ccco1)C(N)=S
  2.1	-5.5
> CN1CCn2c1nc(N1CCOCC1)nc2=O
  13.4	-6.5
> CC(C)NC(=O)NC(=O)CSc1ncccn1
  5.2	7.7
> COc1cc(OC)cc(C(=O)NCC(=O)OCC(=O)Nc2ncc(Cl)cc2Cl)c1
  -16.4	6.7
> CC(C)C(c1nnnn1Cc1ccco1)N1CCN(c2nc3ccccc3s2)CC1 (stereo not given)
  -1.1	-5.1
> CC1(C(=O)N2CCCCC2)CCN1C(=O)C1(c2ccccc2)CC1 (stereo not given)
  -6.9	1.0
> O=C(COc1ccccc1[N+](=O)[O-])N/N=C/c1ccc[nH]1
  -2.1	-0.6
> CC1CCCCC12NC(=O)N(CC(=O)NCc1ccc3c(c1)OCO3)C2=O (stereo not given)
  -1.1	-0.9
> CCNC1CCC(Nc2ccnc3cc(Cl)ccc23)CC1 (stereo not given)
  -1.3	-6.4
> COC(=O)c1cc(C#N)c(Oc2ccccc2OC)nc1C
  9.7	-7.5
> COc1ccc(NC(=O)C(F)(F)F)cc1OC
  -12.5	12.5
> O=C(/C=C/c1cccc([N+](=O)[O-])c1)OC1CCCCC1=O (stereo not given)
  6.5	3.8
> CNC(=S)/N=C/NOCc1c(Cl)cccc1Cl
  3.3	6.3
> CC(C)c1ccc(Nc2nnc(SCC(=O)c3nnc(-c4ccccc4)o3)s2)cc1
  15.6	-3.0
> CCOC(=O)Cn1c(=N)n(CCOc2ccc(F)cc2)c2ccccc21
  -5.7	14.7
> COc1cc(C)c(NC(=O)C(=S)NCc2ccccc2)cc1C
  -38.0	-1.4
> O=S(=O)(c1ccc(F)cc1)c1nc(-c2ccco2)oc1NCCCn1ccnc1
  0.1	1.7
> NC(=O)N/N=C/c1ccccc1OC(=O)c1ccccc1Br
  8.1	-3.1
> C=CCn1c(SCC(=O)NC2CC2)nnc1C1CC1
  10.5	-0.9
> CCOCC(=O)Nc1nnc(C)s1
  -2.4	-2.2
> NS(=O)(=O)c1ccc(NC(=S)NCc2ccc(Cl)cc2)cc1
  -10.6	3.9
> CN(C)c1ncnc2c1ncn2[C@H]1CN(Cc2ccncc2)C[C@@H](CO)O1
  5.3	-0.8
> O=C(O)C(=Cc1ccnc2ccccc12)C(=O)O
  -2.8	6.6
> Cc1ccc(NC(=O)CSc2nc3ccccc3c(=O)n2CCCC(=O)NCCCN2CCOCC2)cc1C
  1.6	19.8
> CN1CCNC(=O)C1CC(=O)NCCC1=CCCCC1 (stereo not given)
  2.2	37.3
> Cc1ccc(NC(=S)N2CCCC(c3ccccc3)=N2)cc1
  -2.8	0.8
> CC(C)CCn1nnnc1CN1CCN(c2ccccc2)CC1
  -0.4	-5.0
> COc1ccc2nc(COC(=O)c3cccc([N+](=O)[O-])c3)c(C(C)=O)[n+]([O-])c2c1
  -6.7	-0.1
> Cc1ccc(NC(=O)CNc2cccc(Br)c2)cc1S(=O)(=O)N1CCOCC1
  2.5	-1.6
> COc1cc(C2C(C#N)=C(N)Oc3cc(O)ccc32)cc2c1OCO2 (stereo not given)
  5.9	-5.2
> CCC(C)(C)NC(=O)C(c1ccccc1)N(Cc1cccnc1)C(=O)c1csnn1 (stereo not given)
  12.1	-0.3
> CC1=Nc2cc(C(=O)O)ccc2Sc2ccc(Br)cc21
  4.3	1.3
> Cc1cc(C)c2sc(N(CCCN(C)C)C(=O)c3ccc(S(=O)(=O)N4CCc5ccccc5C4)cc3)nc2c1
  54.4*	-42.3*
> CCCCN(C)Cc1c(C)[nH]c2ccccc2c1=O
  13.4	-1.4
> CCCCCCCC(=O)Nc1cc(C(=O)NCCC)ccc1N1CCC2(CC1)CC(c1ccccc1)=NO2
  40.0	-5.0
> O=C(Nc1ccc(F)cc1Cl)C1=COCCO1
  9.6	-11.2
> Cn1c(=O)c2c(SC3CCCC3)nc(C3CC3)nc2n(C)c1=O
  8.8	6.3
> O=C(N/N=C/c1ccccc1C(F)(F)F)c1ccc(O)cc1
  5.6	-6.4
> O=C(NCCCN1CCOCC1)c1cc(-c2ccc(Cl)s2)nc2ccccc12
  11.7	88.1
> COc1cc(OC)cc(C(=O)N[C@H](C(=O)OCC(=O)Nc2ccc(C(N)=O)cc2)C(C)C)c1
  -6.2	-4.1
> NC(N)=NC(N)=Nc1ccccc1
  3.6	-7.9
> COc1ccc(-c2cc(CNC(=O)CN(C)Cc3ccccc3)on2)cc1
  -4.7	0.6
> CCCCn1c(N)c(N(CCOC)C(=O)c2cnc(C)cn2)c(=O)[nH]c1=O
  1.9	6.4
> O=C(Nc1ccc(N2CCOCC2)cc1N1CCOCC1)c1ccc(Br)cc1
  -7.5	-9.6
> Cc1cc(C(=O)OCC(=O)NCc2ccccc2)c(C)o1
  0.4	2.8
> CCOC(=O)CC1=C(C(=O)OCC)C(c2ccc(OC)c(OC)c2)C(C#N)=C(N)O1 (stereo not given)
  1.0	-1.4
> COc1ccc(NC(=O)Nc2ccc(C)cc2OC(F)F)cc1OC
  -5.6	-9.1
> Cc1ccc(S(=O)(=O)Nc2ncnc3sc(C)c(C)c23)cc1
  -13.2	2.5
> Cc1cc(S(=O)(=O)NCc2ccc3c(c2)OCO3)ccc1F
  -6.0	3.2
> CCOc1ccc(CCNC(=O)CN2CCN(Cc3ccc(F)cc3)C2=O)cc1OCC
  32.6	0.1
> N#Cc1nc(-c2cccs2)oc1NCCN1CCOCC1
  13.1	3.5
> O=C1N=NC(=O)N1c1ccccc1
  -5.6	3.7
> CC1(C(=O)NS(=O)(=O)c2ccc(Cl)cc2)CCN1C(=O)c1ccccc1CCc1ccccc1 (stereo not given)
  1.4	10.6
> COc1cccc(NC(=O)CCN2CCOCC2)c1
  0.3	-4.7
> COc1ccc(S(=O)(=O)N2CCCCCC2)cc1C(=O)N1CCCC(C(F)(F)F)C1 (stereo not given)
  3.0	2.9
> O=C1c2cccc3cccc(c23)C(=O)N1/N=C/c1ccc(O)cc1O
  -7.4	-6.7
